PglD inh = PglD (C. jejuni) enzyme inhibition; inhibition, % at 12.5 µM; 0.098% of 360,000 active; purified PglD enzyme, DTNB colorimetric CoA detection; AID 602405; in the data active = inhibition above about 16%, passing the limit was not always enough; note: strong numbers were not always called active
ERp5 inh = blocks human ERp5 reductase activity on insulin. Q15084. 0.05% of 350,000 active. ERp5 insulin aggregation, absorbance 650 nm, 90 min. inhibition, % at 9.99 µM;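 active = mean replicate inhibition above about 25%, with every replicate also reaching it, limit read from the data, passing the limit was not always enough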
esBAF inh = SWI/SNF esBAF complex inhibition; mouse ES cells, Bmi1-luciferase knock-in reporter, 24 h; 100% = twice the neutral-well signal; reporter increase, % at 12.5 µM; 2% of 350,000 active; AID 602393; in the data active = activation above about 40%;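 note: 0% = median of the plate's neutral control wells and 100% = double that signal; a rise in the Bmi1 reporter signal indicates esBAF inhibition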
ARNT TACC3 PPI = disrupts binding between human ARNT and TACC3; AlphaScreen His-ARNT PAS-B/GST-TACC3 binding, luminescence; TACC3 fragment carries E629A point mutation; inhibition, % at 9.99 µM; 0.66% of 390,000 active; AID 623870;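 active = mean inhibition of replicates at least 50% and at least half of replicates each reaching 50%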;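 note: 0% = complete ARNT plus TACC3 wells and 100% = ARNT alone without TACC3; many hits fall short of the cut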
Casp6 inh = blocks human caspase-6 cleavage activity; AID 686996; P55212; 0.53% of 350,000 active; purified caspase-6, Z-VEID-R110 cleavage fluorescence; inhibition, % at 12.5 µM;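 active = mean inhibition across replicates at least about 35%, with every replicate also reaching that limit, limit read from the data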;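 note: 0% = median of neutral control wells and 100% = no fluorescence left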
Target sequence (P55212 24-179 limits assumed): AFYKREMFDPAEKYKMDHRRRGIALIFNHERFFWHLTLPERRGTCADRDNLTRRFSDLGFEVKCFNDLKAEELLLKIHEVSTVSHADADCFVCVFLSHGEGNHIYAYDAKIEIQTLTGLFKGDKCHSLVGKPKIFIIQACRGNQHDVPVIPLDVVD
Target sequence (P55212 194-293 limits assumed): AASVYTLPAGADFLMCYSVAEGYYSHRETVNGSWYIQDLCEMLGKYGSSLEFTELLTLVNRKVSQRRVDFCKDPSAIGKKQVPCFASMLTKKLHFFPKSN
RAD52 inh = blocks human RAD52 DNA annealing; P43351; recombinant RAD52 DNA annealing, FRET fluorescence; inhibition, % at 18.7 µM; 0.46% of 360,000 active; AID 651710;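 active = every replicate showing at least 50% inhibition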
E-selectin induc = E-selectin induction on HUVECs | P16581 | HUVEC E-selectin immunofluorescence imaging; normalized: neutral wells 0, TNF-alpha wells 100 | activation, % at 7.58 µM | 0.37% of 260,000 active | AID 686992;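 active = mean E-selectin-positive cell signal at least 10% of the positive control, reached in at least 60% of replicates, without over 20% cell loss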;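 note: in these data hits start at about 27%; measured in HUVEC primary endothelial cells; signal is the percent of cells scored E-selectin positive by PE staining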
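Test system: HUVEC | Signal: Immunofluorescence imaging | Read-out: Percent E-selectin-positive cells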
RAD54 branch = RAD54 (human) branch migration inhibition | Q92698 | RAD54 Holliday junction branch migration, FAM/BHQ fluorescence | inhibition, % at 10.4 µM | 0.14% of 360,000 active | AID 602329;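 active = mean normalized replicate activity at least 40 and at least half of replicates scoring 40 or more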;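 note: 0% = median of neutral control wells and 100% = median of positive control wells; inhibitors cause a drop in the FAM fluorescence signal; in these data hits start at about 50%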
Target sequence (Q92698 whole entry, looked up): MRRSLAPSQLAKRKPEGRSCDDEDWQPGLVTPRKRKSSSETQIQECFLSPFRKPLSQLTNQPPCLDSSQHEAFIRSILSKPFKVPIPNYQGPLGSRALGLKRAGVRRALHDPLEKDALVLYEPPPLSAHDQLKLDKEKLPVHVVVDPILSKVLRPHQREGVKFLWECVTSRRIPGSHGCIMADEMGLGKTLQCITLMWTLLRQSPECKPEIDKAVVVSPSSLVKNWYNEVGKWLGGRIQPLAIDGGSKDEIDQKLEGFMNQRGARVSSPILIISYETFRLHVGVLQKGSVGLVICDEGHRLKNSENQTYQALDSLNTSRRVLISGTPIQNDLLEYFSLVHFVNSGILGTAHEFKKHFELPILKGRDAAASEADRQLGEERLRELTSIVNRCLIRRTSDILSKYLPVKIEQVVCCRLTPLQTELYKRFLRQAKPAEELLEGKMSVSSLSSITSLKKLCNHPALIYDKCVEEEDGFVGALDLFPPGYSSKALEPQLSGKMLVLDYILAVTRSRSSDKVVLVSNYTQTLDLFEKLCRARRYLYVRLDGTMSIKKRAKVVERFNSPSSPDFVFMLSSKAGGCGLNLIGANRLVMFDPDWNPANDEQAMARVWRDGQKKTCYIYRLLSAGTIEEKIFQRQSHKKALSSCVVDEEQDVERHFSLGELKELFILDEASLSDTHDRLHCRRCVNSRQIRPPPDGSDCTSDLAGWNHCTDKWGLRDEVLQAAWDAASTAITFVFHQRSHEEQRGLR
Active calls of the source: *; · = no result given.

SMILES | PglD inh | ERp5 inh | esBAF inh | ARNT TACC3 PPI | Casp6 inh | RAD52 inh | E-selectin induc | RAD54 branch
CCNC(=O)C[C@@H]1CC[C@H]2[C@@H](COC[C@H](O)CN2C(=O)Nc2cccc(OC)c2)O1 | -2.3 | · | 1.5 | -20.3 | · | · | -0.1 | -3.7
CC1CCCC(C)N1C(=O)COC(=O)Cc1ccc(Cl)cc1 (centres undefined) | -4.7 | 2.1 | 1.5 | -0.1 | -7.5 | -18.2 | 0.2 | 1.3
COc1ccccc1N(CC(O)CN1CCC(C)CC1)S(=O)(=O)c1ccccc1 (centres undefined) | 1.8 | -0.1 | 0.2 | -3.4 | 2.7 | -26.6 | 0.1 | 0.2
COc1ccc(CCNc2ccc(C(CC(N)=O)NC(=O)c3cc(OC)ccc3OC)cc2[N+](=O)[O-])cc1 (centres undefined) | -2.0 | 5.9 | 3.9 | 3.3 | 4.1 | -27.4 | -0.2 | 6.0
Cc1ccc(S(=O)(=O)N(C)C[C@H]2Oc3cc(-c4cccc(F)c4)ccc3S(=O)(=O)N([C@@H](C)CO)C[C@H]2C)cc1 | 0.3 | 3.5 | 1.7 | -9.7 | -1.9 | 26.1 | -0.1 | -6.9
Cc1ccccc1CSc1ccc2nnc(-c3ccccn3)n2n1 | -4.5 | -3.6 | 3.0 | 30.1 | -3.2 | -8.5 | -0.1 | -6.1
CCCC[C@H]1COCCS(=O)(=O)N1Cc1ccc(C)cc1 | 9.5 | -6.5 | -0.5 | 11.3 | 5.9 | -21.3 | -0.1 | -12.1
CC1=NN(c2ccccc2)C(=O)/C1=C/c1ccc[nH]1 | -17.8 | · | 50.4* | 6.2 | · | · | · | -12.7
Cc1ccc(Cc2c(C3CCCCC3)nc3c4ccccc4ccn23)cc1 | 9.4 | 1.4 | 18.2 | · | 2.1 | -243.2 | -0.3 | -8.0
CCc1nnc(NS(=O)(=O)c2ccc(NC(=O)c3ccccc3C)cc2)s1 | 0.9 | -2.2 | -7.3 | -4.0 | 2.0 | -9.2 | -0.1 | -4.5
COc1ccc(Cl)cc1NC(=O)N1CCN(CCc2ccccc2)CC1 | -1.4 | -1.0 | 1.0 | 0.5 | 2.3 | -7.1 | · | -2.3
COC(=O)c1ccc(NCc2cc(O)ccc2O)cc1O | · | 0.5 | 2.7 | 6.2 | 2.5 | -3.2 | -0.2 | ·
Oc1ccc(N=Cc2ccc(-c3cccs3)s2)cc1 | 0.5 | · | 14.3 | 26.2 | · | · | · | -22.6
O=C(CCC(=O)Nc1cccc2ccccc12)N/N=C/c1ccco1 | -2.8 | 0.2 | 2.1 | 9.8 | 2.7 | -15.1 | -0.4 | -11.2
CC(C)Oc1cccc(C(=O)Nc2ccc(Br)cc2F)c1 | · | 4.9 | · | -15.5 | 2.1 | -10.7 | · | ·
Cc1nnc(SCC(=O)NCc2cccs2)[nH]c1=O | 0.4 | · | 0.1 | -5.4 | · | · | · | -1.5
CCCCS(=O)(=O)Nc1ccc2c(c1)ncn2C1CCCCC1 | 5.5 | 4.1 | 17.5 | -3.7 | -1.6 | 1.3 | · | 3.4
Clc1ccc(C#Cc2cccnc2)cc1 | -5.1 | -4.7 | 66.8* | -0.5 | 15.6 | -10.3 | 0.2 | -6.0
Cc1ccccc1Nc1c([N+](=O)[O-])cncc1[N+](=O)[O-] | 0.4 | -3.6 | -2.7 | -2.4 | 0.4 | 9.2 | 0.0 | -6.0
O=C(NC(=S)Nn1cnnc1)c1ccc(F)cc1Cl | -2.1 | 1.7 | 1.1 | 6.6 | -2.0 | -2.0 | · | 3.0
Cc1ccc(OC(=O)NC2CCS(=O)(=O)C2)cc1C (centres undefined) | · | 7.0 | -8.5 | -1.4 | 1.1 | -5.9 | · | ·
C[C@H](CO)N1C[C@H](C)[C@@H](CN(C)C(=O)C2CCC2)Oc2cc(C3=CCCC3)ccc2S1(=O)=O | 0.3 | -9.4 | -2.9 | -6.5 | 0.1 | -2.0 | 1.0 | -3.9
O=c1cc(CN2CCN(c3ccccc3O)CC2)nc2sccn12 | 4.3 | · | 14.4 | 5.9 | · | · | · | -6.5
Cc1ccc(NC(=O)C2CCCN(S(=O)(=O)c3c(C)noc3C)C2)cc1 (centres undefined) | 0.5 | -1.2 | -2.4 | -8.3 | -1.4 | -19.5 | 11.9 | 11.4
C/C=C/c1ccc(C2[C@H]3CNC[C@@H]2N3Cc2cc(F)ccc2F)cc1 (some centres undefined) | · | -0.6 | · | · | 2.6 | 22.1 | 0.0 | ·
COCC#Cc1cnc2c(c1)C(=O)N([C@@H](C)CO)C[C@@H](C)[C@@H](CN(C)S(=O)(=O)c1cn(C)cn1)O2 | -4.3 | 3.1 | -1.6 | 6.0 | -3.0 | 3.4 | -0.3 | 4.7
O=C(CN1C(=O)NC2(CCCC2)C1=O)NCCC1=CCCCC1 | -2.5 | · | 2.5 | -3.8 | · | · | · | 2.6
Cc1noc(C)c1NC(=O)Nc1cccc2c1O[C@H](CN(C)S(=O)(=O)c1ccc(Cl)cc1)[C@H](C)CN([C@@H](C)CO)C2=O | 1.6 | 11.3 | -2.0 | -10.9 | 1.6 | 8.4 | 0.0 | 4.0
OC[C@@H]1Nc2ccc(C#Cc3ccc(F)cc3)cc2[C@@H]2[C@H]1CCN2Cc1ccc2c(c1)OCO2 | -3.6 | -7.3 | -4.0 | 7.3 | -0.8 | -59.5 | -0.3 | -2.1
Cc1cc(C)nc(NC(=O)C(C)N2C(=O)c3ccccc3C2=O)n1 (centres undefined) | 2.8 | · | 5.1 | -6.6 | · | · | · | -6.5
O=C(/C=C/c1ccc(S(=O)(=O)N2CCOCC2)cc1)N(CCO)Cc1ccccc1 | -1.4 | -0.3 | -0.3 | 0.4 | -2.0 | -6.7 | · | -17.4
Cc1ccc(S(=O)(=O)NC(=O)C2(C)CCN2C(=O)C2CCCCC2)nc1 (centres undefined) | 5.3 | -1.3 | 5.1 | · | -0.8 | -4.1 | 0.2 | -3.6
CC(O)CC(C)O (centres undefined) | -2.2 | -2.3 | -0.7 | · | -3.5 | -12.8 | · | -14.9
Cc1c(C(=O)Nc2cccc(C(F)(F)F)c2)oc2ccc(S(=O)(=O)N3CCOCC3)cc12 | -1.7 | 1.0 | -0.9 | -4.2 | 1.7 | -3.0 | · | 7.0
CC(C)C[C@H]1COc2cc(N(C)CCO)ccc2S(=O)(=O)N1 | · | 0.2 | · | · | 1.8 | -13.0 | 1.6 | ·
Clc1cccc(CSc2nnc(-c3c[nH]c4ccccc34)o2)c1 | -1.1 | · | -1.0 | -3.0 | · | · | · | 3.5
C[C@@H](NC(=O)[C@H]1[C@H](CO)[C@H]2Cn3c(ccc(C4=CCCCC4)c3=O)[C@@H]1N2)c1ccccc1 | -1.8 | -3.1 | 2.5 | 1.1 | 1.6 | -18.6 | -0.6 | 3.8
CC(C)c1cc(C(=O)Nc2cc(Cl)ccc2O)no1 | -1.3 | · | 54.7* | -7.2 | · | · | · | 1.9
COCc1cn(CC[C@H]2CC[C@H](NC(=O)Nc3ccccc3)[C@H](CO)O2)nn1 | 5.3 | -11.9 | -0.5 | -11.4 | 1.2 | 9.4 | 0.7 | -2.5
c1cncc(-c2nnc(-c3cccnc3)nn2)c1 | -3.6 | · | -0.2 | 6.1 | · | · | · | -0.1
CCCCn1ccnc1C | -2.2 | -0.7 | 5.1 | -7.5 | -0.5 | -33.0 | 0.1 | -2.0
O=C(C[C@H]1CC[C@@H]2[C@H](COC[C@H](O)CN2C(=O)c2cccnc2)O1)NCc1ccc(Cl)cc1 | -2.0 | -3.2 | -3.5 | -13.0 | -0.5 | -4.1 | 0.1 | 6.9
Cn1cccc1C(=O)NCC1COc2ccccc2O1 (centres undefined) | 2.3 | 6.8 | 55.5* | -0.2 | -78.5 | -6.0 | 1.4 | -2.8
C[C@@H]1CN([C@H](C)CO)C(=O)c2cccc(NC(=O)Nc3ccc(C(F)(F)F)cc3)c2O[C@@H]1CN(C)Cc1ccc(C(F)(F)F)cc1 | 1.8 | 2.2 | -3.4 | 20.9 | -3.0 | -1.8 | -0.7 | 4.0
COCC(=O)N1CCCCN2[C@H](CO)[C@H](c3ccc(-c4ccc(OC)cc4)cc3)[C@@H]2C1 | -4.4 | · | · | 3.8 | · | · | -0.2 | 2.4
Cc1ccc(S(=O)(=O)N/N=C/c2cc(Br)ccc2O)cc1 | 4.2 | 4.3 | 27.2 | 0.5 | -1.8 | -26.8 | -0.1 | 3.7
Cc1c(C(=O)C(=O)NCCC2=CCCCC2)c2ccccc2n1C | · | 9.5 | · | -5.5 | -2.9 | -8.8 | · | ·
CCOC(=O)CN(c1ccccc1C)S(=O)(=O)c1ccc(Cl)cc1 | -1.4 | -2.2 | -1.8 | -9.8 | 1.6 | -9.0 | 0.3 | 3.8
OC[C@@H](O)C(O)[C@@H](O)CO (some centres undefined) | 1.4 | 6.1 | 1.5 | · | -3.4 | -2.3 | 0.2 | -0.6
CC(=O)N(C)C[C@H]1Oc2ncc(/C=C/c3ccccc3)cc2C(=O)N([C@@H](C)CO)C[C@@H]1C | -0.1 | 1.1 | 0.0 | -5.8 | 1.9 | -1.0 | -0.1 | -8.4
Cc1cccc(-n2ncc3c(N(CCO)CCO)ncnc32)c1 | -0.8 | -0.1 | 20.2 | -9.9 | 1.3 | -1.4 | 0.8 | 3.8
c1coc(-c2nc3c4ccccc4ccn3c2Cc2ccsc2)c1 | · | -8.6 | · | · | 15.5 | -94.6 | -0.2 | ·
OC(CNCC(c1ccc(Cl)cc1Cl)c1c[nH]c2ccccc12)c1ccccc1 (centres undefined) | 5.7 | 5.7 | -1.3 | 2.8 | 2.3 | -20.9 | -2.7 | 4.2
C=CCN1CCN(C(=O)c2c(-c3ccccc3)noc2C)CC1 | 3.3 | -6.4 | -5.3 | -1.4 | 15.5 | -11.6 | -0.3 | -12.0
O=C(NCCN1CCCC1)[C@@H]1[C@@H](CO)[C@@H]2Cn3c(cccc3=O)[C@@H]2N1Cc1ccccn1 | · | 2.8 | · | · | 2.3 | -49.3 | -0.2 | ·
CN(C)c1ccc(C2(c3ccc(N(C)C)cc3)OC(=O)c3cc(N)ccc32)cc1 | 1.5 | 0.0 | -10.8 | 3.3 | 6.0 | -4.2 | · | -12.6
CSc1ncccc1C(=O)Nc1ccc(S(=O)(=O)N2CCCC2)cc1 | -3.3 | -4.4 | -5.1 | -4.1 | 3.3 | -8.5 | · | 1.7
CCc1c(-c2cccc(Br)c2)ncn1CCc1ccccc1OC | · | 9.3 | · | · | -2.6 | -10.2 | 0.0 | ·
Cc1c(/C=N/Nc2ccc(C(=O)O)cc2)c2ccccc2n1C | 0.7 | 0.9 | 66.7* | · | -5.0 | -100.1 | 8.2 | 3.8
C=CCn1c(SCCOc2ccc(OC)cc2)nnc1C(CO)NC(=O)c1ccc(OC)cc1 (centres undefined) | 3.5 | -0.7 | -0.3 | -30.9 | 0.3 | -7.6 | · | -7.8

Quoted from the results shown for reference:
SMILES | PglD inh | ERp5 inh | esBAF inh | ARNT TACC3 PPI | Casp6 inh | RAD52 inh | E-selectin induc | RAD54 branch
CN(C)c1ccc(C2(c3ccc(N(C)C)cc3)OC(=O)c3cc(N)ccc32)cc1 | 1.5 | 0.0 | -10.8 | 3.3 | 6.0 | -4.2 | · | -12.6
CSc1ncccc1C(=O)Nc1ccc(S(=O)(=O)N2CCCC2)cc1 | -3.3 | -4.4 | -5.1 | -4.1 | 3.3 | -8.5 | · | 1.7
CCc1c(-c2cccc(Br)c2)ncn1CCc1ccccc1OC | · | 9.3 | · | · | -2.6 | -10.2 | 0.0 | ·
Cc1c(/C=N/Nc2ccc(C(=O)O)cc2)c2ccccc2n1C | 0.7 | 0.9 | 66.7* | · | -5.0 | -100.1 | 8.2 | 3.8
C=CCn1c(SCCOc2ccc(OC)cc2)nnc1C(CO)NC(=O)c1ccc(OC)cc1 (centres undefined) | 3.5 | -0.7 | -0.3 | -30.9 | 0.3 | -7.6 | · | -7.8

Assay outcomes: PubChem BioAssay, Broad Institute

This is a random part of the collection; about 3.2% have a hit in one of these screens.
